Screening results from PubChem.
TMEM16A act: TMEM16A chloride channel activators or potentiators, primary screen, cell-based, HTS; actives 0.3% (n = 340,000); Anoctamin-1 (Mus musculus), Q8BHY3; B-score at 10 µM; HEK293 TMEM16A/YFP-H148Q/I152L, iodide quench fluorescence; active compounds read low; AID 623877, 2012;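 active = fluorescence-ratio B-score plate-corrected deviation score at least 3 library SD below zero, with starting fluorescence score within 5 deviations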;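 note: channel opened by trigger with iodide after compound preincubation; score built on the fluorescence ratio of max minus min over baseline; more negative score means more quench and so TMEM16A activation or potentiation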
Target sequence (Q8BHY3 whole entry, looked up): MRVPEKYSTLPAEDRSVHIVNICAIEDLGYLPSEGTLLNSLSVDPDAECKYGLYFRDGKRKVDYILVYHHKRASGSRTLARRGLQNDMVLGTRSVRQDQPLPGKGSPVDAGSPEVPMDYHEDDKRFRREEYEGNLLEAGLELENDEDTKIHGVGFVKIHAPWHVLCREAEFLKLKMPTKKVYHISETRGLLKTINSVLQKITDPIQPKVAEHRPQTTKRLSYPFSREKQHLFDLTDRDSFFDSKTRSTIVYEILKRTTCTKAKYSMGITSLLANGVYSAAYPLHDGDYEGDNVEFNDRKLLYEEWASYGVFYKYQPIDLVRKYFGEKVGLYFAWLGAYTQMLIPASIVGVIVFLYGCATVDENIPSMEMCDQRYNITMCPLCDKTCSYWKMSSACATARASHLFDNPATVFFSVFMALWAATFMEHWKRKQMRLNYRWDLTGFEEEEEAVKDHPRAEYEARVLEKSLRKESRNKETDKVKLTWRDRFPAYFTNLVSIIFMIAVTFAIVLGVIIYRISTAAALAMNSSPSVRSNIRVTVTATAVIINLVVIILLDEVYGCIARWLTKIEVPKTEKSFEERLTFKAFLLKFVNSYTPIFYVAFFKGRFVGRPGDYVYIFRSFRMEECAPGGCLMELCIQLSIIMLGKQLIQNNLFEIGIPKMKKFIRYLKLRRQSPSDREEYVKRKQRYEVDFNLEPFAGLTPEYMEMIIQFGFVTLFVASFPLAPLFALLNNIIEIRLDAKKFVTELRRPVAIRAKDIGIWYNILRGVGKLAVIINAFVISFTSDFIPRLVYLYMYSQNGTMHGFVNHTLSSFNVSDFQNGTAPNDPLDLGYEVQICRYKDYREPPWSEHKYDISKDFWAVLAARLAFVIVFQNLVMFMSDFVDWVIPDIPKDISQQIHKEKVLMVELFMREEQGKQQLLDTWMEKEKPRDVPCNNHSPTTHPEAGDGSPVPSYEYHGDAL
Calls only; i = inactive.

no. | molecule | TMEM16A act
1 | Cc1cc(NC(=O)COC(=O)/C=C/c2ccc(C)o2)no1 | i
2 | COc1cc(OC)c(N2CC(C(=O)Nc3cccc(C(=O)NC4CC4)c3)CC2=O)cc1Cl (centres undefined) | i
3 | O=C(COC(=O)c1nc(Cl)ccc1Cl)NCc1ccc(Cl)cc1 | i
4 | Cc1ccc(C)c(SCC(=O)Nc2ccc(C)c(S(=O)(=O)N3CCOCC3)c2)c1 | i
5 | Cn1c(-c2ncc(F)cc2F)cc2onc(-c3c(F)cccc3Cl)c2c1=O | i
6 | CCN(C(=O)COC(=O)C1COc2ccccc2O1)c1c(N)n(Cc2ccccc2)c(=O)[nH]c1=O (centres undefined) | i
7 | C[C@]12CC[C@H](O)CC1=CCC1C2CC[C@@]2(C)C1CC[C@@H]2NC(=O)[C@@H](N)Cc1cnc[nH]1 (some centres undefined) | i
8 | COc1cccc(/C=C/C(=O)OCC(=O)N2c3ccccc3CC2C)c1OC (centres undefined) | i
9 | Cc1cc(NC(=O)c2ccc(C(C)(C)C)cc2)no1 | i
10 | CCOC(=O)Cn1c(C(F)(F)F)nc2nc(Cl)c(Cl)nc21 | i
11 | Cc1cccc(Nc2nnc(SCC(=O)NCC3CCCO3)s2)c1 (centres undefined) | i
12 | CCC1(C)NC(=O)N(CC(=O)NCC(=O)Nc2c(C)cc(C)cc2C)C1=O (centres undefined) | i
13 | CNc1snc(C)c1C(=O)OCC(=O)Nc1ccc(C)cc1F | i
14 | COc1cc([N+](=O)[O-])c2nc(C=NNC(N)=S)ccc2c1 | i
15 | COc1ccc(-c2oc(=O)c3cc(OC)c(OC)cc3c2/C=C/c2cccc([N+](=O)[O-])c2)cc1 | i

Structural class: the compounds so far with a nitro group on carbon (2)
no. | molecule | TMEM16A act
14 | COc1cc([N+](=O)[O-])c2nc(C=NNC(N)=S)ccc2c1 | i
15 | COc1ccc(-c2oc(=O)c3cc(OC)c(OC)cc3c2/C=C/c2cccc([N+](=O)[O-])c2)cc1 | i

New compounds follow.
no. | molecule | TMEM16A act
16 | COc1cc(/C=C/c2ccc(/C=C/c3cc(OC)c(OC)c(OC)c3)cc2)cc(OC)c1OC | i
17 | Cc1ccnc2nc(C(=O)OCC(=O)N3CC(C)CC(C)C3)nn12 (centres undefined) | i
18 | COCCn1c(N)c(N(Cc2ccccc2)C(=O)c2ccc(N3CCCC3=O)cc2)c(=O)[nH]c1=O | i
19 | Nc1c(Br)cc2c(c1Br)C(O)c1ccccc1-2 (centres undefined) | i
20 | CCC(CC)c1nnc(NC(=O)c2cc([N+](=O)[O-])ccc2N2CCOCC2)s1 | i
21 | Cc1nnc(SCC(=O)Nc2sccc2C(N)=O)s1 | i
22 | Brc1cc(Br)c2nc(-c3ccc(N4CCOCC4)cc3)ccc2c1 | i
23 | Clc1ccc(CNc2ncnc3[nH]ncc23)c(Cl)c1 | i
24 | COc1ccc(NC(=O)C(C)(C)Oc2ccc(Cl)cc2)cn1 | i
25 | CCc1cccc(NC(=O)CN(C)C2=NS(=O)(=O)c3ccccc32)c1 | i
26 | Cc1cc(Cl)ccc1OCC(=O)OCC(=O)c1c(N)n(C)c(=O)n(C)c1=O | i
27 | COC(=O)c1cc2ccccc2c([N+](=O)[O-])c1O | i
28 | COC(=O)C1CCc2c(ccc3c2CCCC3)C1=O (centres undefined) | i
29 | O=C(CN1CCN(c2ccc(F)cc2)CC1)Nc1ccccc1C(=O)NCCc1ccccc1 | i
30 | O=C(CN1CCSC1=O)N1CCN(S(=O)(=O)c2ccc(Cl)cc2)CC1 | i

Next section
no. | molecule | TMEM16A act
31 | O=C(CC1C=CCC1)Nc1ccccc1 (centres undefined) | i
32 | COc1ccccc1CNC(=O)CN1C(=O)N(C)C2(CCCCC2)C1=O | i
33 | CN(c1ccccc1)S(=O)(=O)c1cccc(NC(=O)CN2C(=O)NC3(CCCC3)C2=O)c1 | i
34 | Cc1n[nH]c(C)c1S(=O)(=O)N(C)Cc1ccco1 | i
35 | COc1cc(/C=C/C(=O)OCC(=O)Nc2cc(S(=O)(=O)N3CCOCC3)ccc2Cl)cc(OC)c1OC | i
36 | COc1ccc(NC(=O)COC(=O)CN2C(=O)NC(C)(C)C2=O)cc1 | i
37 | O=C(CCC(=O)c1cccs1)NNC(=O)c1ccc(Cl)cc1 | i
38 | CC1CC1C(=O)OCC(=O)Nc1ccc(S(=O)(=O)N2CCOCC2)cc1 (centres undefined) | i
39 | COc1ccc(SC[C@H](Cc2ccccc2)N2CC[C@@H](O)CCC2=O)cc1 | i
40 | CC(=O)OC1(C(C)=O)CCC2C3CC(C(F)(F)F)C4=CC(=O)CCC4(C)C3CCC21C (centres undefined) | i
41 | O=C(NNc1nc(N2CCOCC2)nc(N2CCOCC2)n1)c1ccccc1 | i
42 | NC1=C(Cl)C(=O)c2ccc(S(N)(=O)=O)cc2C1=O | i
43 | NC(=O)C1CCN(C(=O)c2ccc(Cl)c(S(=O)(=O)N3CCCCCC3)c2)CC1 | i
44 | CCN(CC(=O)NCc1cccs1)C(=O)Cc1ccc(C)c(C)c1 | i
45 | COc1ccc(-c2oc(=O)c3cc(OC)c(OC)cc3c2C(F)(F)F)cc1 | i

(listing goes on)
no. | molecule | TMEM16A act
46 | O=C(O[C@@H]1[C@H](Cc2ccccc2)NS(=O)(=O)[C@H]2C[C@@H]3C=C[C@]12O3)c1ccccc1Br | i
47 | CCOC(=O)C1(C(=O)OCC)C(C(=O)c2ccccc2)C1c1ccccc1 (centres undefined) | i
48 | CC(C)(C)c1ccc(C(=O)NCCC(=O)NNC(=O)COc2ccccc2F)cc1 | i
49 | Cc1ccccc1C(=O)N1CCC(C(=O)N2CCN(Cc3ccc4c(c3)OCO4)CC2)CC1 | i
50 | NC(=O)C1CCCN(C(=O)c2ccc(Cl)c(S(=O)(=O)N3CCc4ccccc43)c2)C1 (centres undefined) | i
51 | COc1ccc(C2/C(=C(/O)c3cnn(-c4ccccc4)c3C)C(=O)C(=O)N2CCN(C)C)cc1OC (centres undefined) | i
52 | O=C(CSc1ccc2ccccc2n1)NCCCN1CCCC1=O | i
53 | O=C(CSc1nnc(-c2ccccc2F)n1C1CC1)NCc1ccco1 | i
54 | Cc1ccc(S(=O)(=O)N[C@H](C(=O)OCC(=O)NC(=O)C2CCCCC2)C(C)C)cc1 | i
55 | CN(C1CCCCC1)S(=O)(=O)c1ccc(=S)[nH]c1 | i
56 | Cc1cccc(N(Cc2ccccc2)C(=O)c2ccc(C)c(S(=O)(=O)N3CCOCC3)c2)c1 | i
57 | CC(C)[C@H](NS(=O)(=O)c1ccc(Cl)cc1)C(=O)OCC(=O)c1c(N)n(C)c(=O)n(C)c1=O | i
58 | CCN(CC)c1ccc(S(=O)(=O)N2CCOCC2)cc1NC(=O)COC(=O)/C=C/c1ccc(O)c(OC)c1 | i
59 | CCN(CC)c1ccc(NC(=O)COC(=O)C2CCN(c3ccc(C(F)(F)F)cn3)CC2)cc1 | i
60 | COc1cc2ccccc2cc1C(=O)NC1CCC(C)CC1 (centres undefined) | i

(next part)
no. | molecule | TMEM16A act
61 | O=C1CCCCC1(c1ccccc1)c1ccccc1 | i
62 | Cn1nc(C(=O)N2CCN(S(=O)(=O)c3ccc(Cl)cc3)CC2)c2ccccc2c1=O | i
63 | COc1ccc(NC(=O)CN(C)C(=O)CSc2ccc(Br)cc2)cc1 | i
64 | Cc1cc(-c2nc3ccccc3s2)ccc1N | i
65 | Cc1c(Cl)cccc1NC(=O)CNC(=O)C1CC(=O)N(C2CCCC2)C1 (centres undefined) | i
66 | Cc1ccc(S(=O)(=O)N2CCN(C(=O)CCCOc3cccc(C)c3)CC2)cc1 | i
67 | CC1CN(S(=O)(=O)c2cccc(C(=O)Nc3cc(Cl)ccc3N3CCOCC3)c2)CC(C)O1 (centres undefined) | i
68 | COCCN(Cc1ccccc1)C(=O)c1ccc2c(c1)NC(=O)CS2 | i
69 | CCCN(CC(=O)Nc1ccccc1C)C(=O)CCCOc1ccc(Br)cc1 | i
70 | CC1CCCN(C(=O)c2ccc3c(c2)OCCO3)C1 (centres undefined) | i
71 | O=C(CSc1nnc(Nc2ccccc2F)s1)NC1CCCC1 | i
72 | CC(Sc1nnc(C2CC2)n1C)C(=O)Nc1ccc(N2CCOCC2)cc1 (centres undefined) | i
73 | COC(=O)CCCCC(=O)OC | i
74 | COc1ccc(NC(=O)CN(C)C(=O)C2(c3ccccc3)CCCC2)cc1 | i
75 | O=C(CN1C(=O)NC2(CCCCC2)C1=O)N1CCOCC1 | i

Remaining list, next part
no. | molecule | TMEM16A act
76 | Cc1ccc(NC(=O)CN(C)C(=O)c2ccc(OCc3c(C)noc3C)cc2)cc1 | i
77 | CC1CCCC(NC(=O)COC(=O)c2ccc(Cl)nc2)C1C (centres undefined) | i
78 | CC(=O)Nc1ccc(S(=O)(=O)N[C@@H](C)C(=O)NC2CCCc3ccccc32)cc1 (some centres undefined) | i
79 | Cc1cc(C)c(S(=O)(=O)N2CCN(C(=O)CCOc3ccccc3C)CC2)c(C)c1 | i
80 | CCCOc1ccc(-c2cc3onc(-c4ccccc4)c3c(=O)n2C)cc1 | i
81 | CCCC(C)C1c2c(c(C)c(C)oc2=O)Oc2c(C)c(C)oc(=O)c21 (centres undefined) | i
82 | O=C1CCCCC1Nc1ccc(Cl)cc1 (centres undefined) | i
83 | COc1ccc(C(=O)OCC(=O)c2ccc3[nH]c(=O)[nH]c3c2)c(OC)c1OC | i
84 | O=C(Nc1cc(S(=O)(=O)N2CCOCC2)ccc1N1CCOCC1)c1ccccc1F | i
85 | CC(=O)c1c(C)[nH]c(C(=O)N2CCN(S(=O)(=O)c3ccc(C)cc3C)CC2)c1C | i
86 | O=C(COc1ncnc2ccc(Br)cc12)NC1CCCC1 | i
87 | Cc1cc(C)cc(OCC(=O)Nc2ccc(-n3cnnn3)cc2)c1 | i
88 | CC(C)(O)c1cc2ccc(C#CCCN3C(=O)c4ccccc4C3=O)cc2c(=O)o1 | i
89 | Cc1ccc(C(=O)Nc2cc(C(F)(F)F)ccc2-n2cncn2)o1 | i
90 | COC(=O)c1sc(NC(=O)COc2cccnc2[N+](=O)[O-])c(C(=O)OC)c1C | i

(more compounds)
no. | molecule | TMEM16A act
91 | Cc1c(C(=O)N2CCN(S(=O)(=O)c3cc(F)ccc3F)CC2)oc2ccccc12 | i
92 | CCCCC(=O)OCC(=O)C1(O)Cc2c(O)c3c(c(O)c2C(OC2CC(NC(=O)C(F)(F)F)C(O)C(C)O2)C1)C(=O)c1c(OC)cccc1C3=O (centres undefined) | i
93 | COc1ccc([N+](=O)[O-])cc1NC(=O)COC(=O)Cn1cnc2ccccc2c1=O | i
94 | COc1ccc(CC(=O)N2CCN(S(=O)(=O)c3cc(Cl)ccc3Cl)CC2)cc1 | i
95 | Cc1c(C(=O)NC2CCCC2)oc2ccccc12 | i
96 | CNC(=O)C(C)Sc1ccc(S(=O)(=O)N2CCOCC2)cn1 (centres undefined) | i
97 | O=C(Nc1ccccc1N1CCOCC1)C1CCCO1 (centres undefined) | i
98 | O=C(c1cccc(S(=O)(=O)N2CCOCC2)c1)N1CCC(Cc2ccccc2)CC1 | i
99 | COCCNC(=O)c1cc(-c2ccccc2C)n(CC2CC(c3cccc([N+](=O)[O-])c3)=NO2)n1 (centres undefined) | i
100 | CCOc1cc(C(=O)N(CC)CC(=O)Nc2c(F)cccc2F)ccc1OCC(=O)N1CCOCC1 | i
101 | COc1cc2c(cc1N)-c1ccc(N)cc1C2 | i
102 | C[C@@H]1COC(=O)[C@@H](Cc2ccc(F)cc2)CC/C=C\C[C@@H](CC(=O)NCCO)C(=O)N1 | i
103 | Cc1noc(C)c1S(=O)(=O)N(C)C[C@H]1Oc2ccc(NC(=O)C3CCCCC3)cc2C(=O)N([C@H](C)CO)C[C@@H]1C | i
104 | Cc1cc(S(=O)(=O)N2CCN(CC(=O)NC(C)(C#N)C3CC3)CC2)ccc1Br (centres undefined) | i
105 | Cc1ccc(NC(=O)Cc2n[nH]c(=O)c3ccccc23)cc1S(=O)(=O)N1CCCCCC1 | i

Given with values ahead of the structure: part of the list above
# | TMEM16A act | SMILES
102 | i | C[C@@H]1COC(=O)[C@@H](Cc2ccc(F)cc2)CC/C=C\C[C@@H](CC(=O)NCCO)C(=O)N1
103 | i | Cc1noc(C)c1S(=O)(=O)N(C)C[C@H]1Oc2ccc(NC(=O)C3CCCCC3)cc2C(=O)N([C@H](C)CO)C[C@@H]1C
104 | i | Cc1cc(S(=O)(=O)N2CCN(CC(=O)NC(C)(C#N)C3CC3)CC2)ccc1Br (centres undefined)
105 | i | Cc1ccc(NC(=O)Cc2n[nH]c(=O)c3ccccc23)cc1S(=O)(=O)N1CCCCCC1

(list continues)
no. | molecule | TMEM16A act
106 | COc1ccc(N2CCN(CCNS(=O)(=O)c3cccc4nsnc34)CC2)cc1 | i
107 | Cc1cc(C(=O)OCC(=O)NC2CC2)ccc1[N+](=O)[O-] | i
108 | Cc1noc(C)c1NC(=O)N(C)C[C@@H]1Oc2ccc(NS(=O)(=O)c3c(C)noc3C)cc2C(=O)N([C@H](C)CO)C[C@H]1C | i
109 | CC(C)=N/N=C1/NC(=O)C(c2ccc(Cl)cc2)S1 (centres undefined) | i
110 | Cc1ccc(NC(=O)c2ccc(OCc3c(C)noc3C)cc2)nc1 | i
111 | CC(C)(C)C(=O)Nc1ccc(C(=O)COC(=O)c2ccccn2)cc1 | i
112 | Oc1cccc(C=NN=C2c3ccccc3-c3ccccc32)c1 | i
113 | CC1Cc2ccccc2N1CC(=O)Nc1ccc2c(c1)OCCCO2 (centres undefined) | i
114 | CSCCC(NC(=O)c1ccco1)C(=O)NCCc1ccc(F)cc1 (centres undefined) | i
115 | Cc1cccc(Cc2nc3ccccc3[nH]2)c1 | i
116 | COc1cc(NC(=O)c2cc(-c3ccccc3)nc3c2cnn3C(C)C)cc(OC)c1OC | i
117 | Cc1cc(C(=O)OCC(=O)Nc2cccc(S(N)(=O)=O)c2)c(C)o1 | i
118 | CCCOc1ccc(C(=O)Nc2cc(S(=O)(=O)N3CCOCC3)ccc2N2CCOCC2)cc1 | i
119 | COc1ccc2sc(-c3ccccc3OC)c(-c3ccc(OC)c(F)c3)c2c1 | i
120 | NC(=O)C1CCN(C(=O)C2CC(=O)N(Cc3ccccc3)C2)CC1 (centres undefined) | i
121 | CN(C(=O)c1ccc(NC(=O)Cc2ccc(NC(=O)C3CCN(C(=O)C4CCCC4)CC3)cc2)cc1)C1CC1 | i

An excerpt (hit frequency here may not be typical).
